core dimer inh = HCV core protein dimerization inhibition; TR-FRET GST/Flag-core106 dimerization, 1536-well; AID 1899; 300,000 tested, 0.33% active; inhibition, % at 5 µM;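 active = inhibition above the mean of all tested compounds plus 3 SD, set per screening campaign, cut at about 45% in these data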
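Material: Tagged HCV core106 pair (GST and Flag) | Amount: GST-core106 13.5 nM, Flag-core106 17 nM | Medium: KF-containing HEPES buffer, pH 7.45, DTT, CHAPS, BSA | Reagent: Eu donor and XL665 acceptor anti-tag antibodies | Schedule: 4 h at 22.5 °C | Technique: Time-resolved FRET, ex 340 nm, em 617 and 671 nm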
PP1 counter = PP1-alpha (human) inhibition in PP5 counter-screen. P62136. purified PP1alpha, OMFP fluorescence. inhibition, % at 6.7 µM. 320,000 tested, 0.9% active. AID 2235;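 active = inhibition above the mean inhibition of all tested compounds plus 3 SD, computed separately for each screening campaign, cut at about 15% in these data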
Target sequence (P62136 whole entry, looked up): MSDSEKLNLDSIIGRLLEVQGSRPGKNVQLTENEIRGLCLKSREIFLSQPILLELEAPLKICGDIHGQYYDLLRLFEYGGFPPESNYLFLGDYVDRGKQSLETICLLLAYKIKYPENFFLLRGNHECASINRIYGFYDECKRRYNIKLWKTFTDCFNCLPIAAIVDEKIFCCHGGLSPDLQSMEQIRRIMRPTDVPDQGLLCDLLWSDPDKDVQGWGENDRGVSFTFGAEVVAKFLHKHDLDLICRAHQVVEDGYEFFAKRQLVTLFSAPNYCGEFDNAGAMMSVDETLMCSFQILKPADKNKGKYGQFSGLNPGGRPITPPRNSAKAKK
Fh CTSL1 inh = counter-screen for PFM18AAP inhibitors: inhibitors of F. hepatica cathepsin L1; recombinant F. hepatica cathepsin L1, Z-Leu-Arg-MCA fluorescence; AID 1906; 300,000 tested, 0.49% active; inhibition, % at 5.96 µM;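 active = inhibition above the mean of all tested compounds plus 3 SD, set per screening campaign, cut at about 17% in these data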;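 also: 0% = plate median of test compound wells and 100% = 1 µM Z-Phe-Ala-diazomethylketone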
procasp3 activ = activates human procaspase-3 | activation, % at 8.5 µM | recombinant procaspase-3 D3A, Ac-DEVD-pNA absorbance 405 nm | P42574 | 330,000 tested, 0.11% active;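 active = activation above the mean of all tested compounds plus 3 SD, cut at about 21% in these data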;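 also: 0% = DMSO alone and 100% = DMSO wells spiked with extra 5 µM PC-3 D3A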
Target sequence (P42574 whole entry D9A/D28A/D175A): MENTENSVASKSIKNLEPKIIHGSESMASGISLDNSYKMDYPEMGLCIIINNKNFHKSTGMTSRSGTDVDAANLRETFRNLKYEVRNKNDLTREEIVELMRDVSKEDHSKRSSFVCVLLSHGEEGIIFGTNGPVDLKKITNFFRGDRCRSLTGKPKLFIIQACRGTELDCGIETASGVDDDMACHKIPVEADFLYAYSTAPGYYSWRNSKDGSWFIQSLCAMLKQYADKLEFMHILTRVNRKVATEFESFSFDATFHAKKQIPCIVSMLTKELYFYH
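Technique: 405 nm absorbance of p-nitroaniline, reads at 0 and 120 min; Test system: Procaspase-3 D3A mutant; Incubation: 1 h enzyme-compound preincubation, then 2 h substrate reaction, 25 °C; Repeats: singlicate, each compound tested once; Benchmarks: low control DMSO wells, high control DMSO plus 5 µM PC-3 D3A.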
PP5 primary = inhibitors of human protein phosphatase 5 (PP5) | inhibition, % at 6.7 µM | AID 1987 | P53041 | 320,000 tested, 0.18% active | purified PP5c, OMFP substrate fluorescence;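 active = inhibition above the campaign's mean inhibition across all tested compounds plus 3 SD, cut at about 9.5% in these data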;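 also: 0% = DMSO only and 100% = 100 µM cantharidin control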
PAFAH2 inh = inhibitors of human PAFAH2; Q99487; recombinant PAFAH2, FP-rhodamine activity probe, fluorescence polarization; inhibition, % at 3.39 µM; 340,000 tested, 0.99% active; AID 492956;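 active = inhibition above the mean over all tested compounds plus 3 SD, cut at about 30% in these data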;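 also: inhibitors block probe labeling of enzyme so polarization drops; 0% = enzyme with DMSO and 100% = wells lacking PAFAH2 protein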
TPT1 inh = C. albicans TPT1 enzyme inhibition | recombinant caTPT1, FP RNA substrate dephosphorylation | inhibition, % at 5 µM | 300,000 tested, 0.81% active;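 active = inhibition above the mean of all tested compounds plus 3 SD, set per screening campaign, cut at about 24% in these data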;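 also: plate controls were DMSO alone for no effect and ferristatin control at 100 nM for full effect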
AHR activator = activators of human aryl hydrocarbon receptor | P35869 | AHR-responsive luciferase reporter cells, luminescence | activation, % at 5 µM | 320,000 tested, 2.5% active | AID 2796; in the data active = activation above about 47%;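 also: 0% = vehicle wells and 100% = reference agonist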
proCasp7 act = counter-screen for procaspase-3 activators: activators of human procaspase-7; 330,000 tested, 0.093% active; recombinant procaspase-7, Ac-DEVD-pNA absorbance 405 nm; D23A/D198A/D206A triple mutant, cannot self-cleave; scale: DMSO 0, 5 µM enzyme 100; AID 463210; activation, % at 8.5 µM; P55210;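 active = percent activation above the screen-wide mean plus 3 SD, cut at about 25% in these data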
Target sequence (P55210 whole entry D23A/D198A/D206A): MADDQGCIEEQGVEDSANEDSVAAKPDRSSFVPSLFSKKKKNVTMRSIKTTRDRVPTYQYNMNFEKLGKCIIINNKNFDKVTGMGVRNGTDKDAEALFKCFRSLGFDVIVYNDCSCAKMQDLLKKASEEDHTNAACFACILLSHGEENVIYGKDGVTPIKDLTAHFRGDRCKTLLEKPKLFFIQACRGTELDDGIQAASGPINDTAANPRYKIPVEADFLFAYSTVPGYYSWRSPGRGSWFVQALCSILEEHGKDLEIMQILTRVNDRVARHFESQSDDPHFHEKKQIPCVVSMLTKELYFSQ
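buffer or medium = Zinc-free HEPES/NaCl buffer, pH 7.4 | material = Procaspase-7 triple mutant (PC-7 D3A) | input = 2 µM procaspase-7 mutant as dispensed | signal = Epi-absorbance of released pNA at 405 nm, two timepoints | timing = 1 h preincubation, 2 h reaction | replicates = singlicate compound testing | evaluation = % activation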
The depositor's hits bear a star; / = not tested or not shown.

Structure,core dimer inh,PP1 counter,Fh CTSL1 inh,procasp3 activ,PP5 primary,PAFAH2 inh,TPT1 inh,AHR activator,proCasp7 act
c1cncc(-c2nc(NCC3CCCO3)c3ccccc3n2)c1 (stereo not drawn),2,2,0,-2,1.6,18,0,7,8
CC1=Nc2cc(C(=O)NCCCOC(C)C)ccc2Sc2ccc(C)cc21,5,-6,-3,9,0.3,-1,2,5,5
CC(Oc1ccc2ccc(=O)oc2c1)C(=O)N1CCOCC1 (stereo not drawn),-10,-3,3,7,-1.2,8,-1,0,14
Oc1ccc2[nH]ccc2c1,-4,0,0,-3,-2.8,3,-3,0,7
Cc1ccc(N(C(=O)CNC(=O)c2ccco2)C(C(=O)NC2CCCC2)c2ccncc2)cc1F (stereo not drawn),-8,3,13,-1,0.9,-1,-1,3,7
CC1CCC(C(C)C)C(OC(=O)Cn2c(-c3ccc(Cl)cc3)[n+](C)c3ccccc32)C1 (stereo not drawn),-9,8,1,-3,0.8,0,-2,1,7
COc1cc(OC)c(OC)cc1CCC(C)NCCC(c1ccccc1)c1ccccc1 (stereo not drawn),-5,3,0,4,-0.9,5,-5,2,6
O=C(Nc1ccc2c(c1)OCCO2)c1ccc(Br)cc1,-16,0,0,8,3.7,-3,-6,-4,1
Cc1cc(C)c(C(=O)COC(=O)Cn2nc(-c3ccccc3)oc2=O)cc1C,/,/,/,0,/,-2,/,0,-4
CC(=O)c1ccc(OCc2cc(C(=O)NC(C)Cc3ccccn3)no2)cc1 (stereo not drawn),2,-3,1,-1,0.5,6,-3,3,6
O=C(Nc1ccc(Br)cc1)C1CCN(C(=O)c2ccco2)CC1,5,-3,-3,3,1.2,-1,-1,1,3
COc1ccc(C(NC(=O)/C=C\c2ccco2)c2ccc(OC)c(OC)c2)cc1 (stereo not drawn),8,1,2,-2,0.4,1,2,-1,-15
CSC1=N/C(=C\c2ccc(C)cc2)C(=O)S1,0,-1,1,-9,3.5,5,-3,4,-4
Cc1cccc(C(=O)NCC(=O)NCCCSc2ccccc2)c1,8,-2,1,1,-3.3,1,1,8,2
CC(=O)N1N=C(c2ccc(C)cc2)CC1c1ccco1 (stereo not drawn),-1,-1,-1,0,0.3,10,1,7,-4
C=CCSc1nc2c(c(C3CC=CCC3)c1C#N)CCC2 (stereo not drawn),1,-7,0,-12,-2.3,-14,-3,0,-7
CC(=O)c1ccc(NS(=O)(=O)c2ccc(N)cc2)cc1,4,3,1,0,2.7,5,-1,-2,1
Cc1cccc(C)c1-n1c(C)nn(Cc2ccc([N+](=O)[O-])cc2)c1=O,-2,-4,0,5,-1.0,-5,0,2,0
CCn1c(=O)cc(SCC(=O)NCCC2=CCCCC2)c2ccccc21,4,1,0,-4,0.9,-2,-3,5,-5
Cc1ccsc1C(=O)N[C@@H](C)c1nnc2ccccn12,9,-3,1,4,-2.5,5,-2,1,-2
CCOc1ccccc1-n1c(C)nc2cc(C(=O)O)ccc21,4,4,5,6,1.2,-5,-2,0,3
Cc1ccc(NC(=O)C2=C(c3ccccc3)S(=O)(=O)CCS2(=O)=O)cc1,22,-4,0,-6,3.1,-8,-1,-5,-4
O=C(Cc1c(F)cccc1Cl)NNC(=O)Nc1ccc2c(c1)OCO2,5,2,0,-1,3.8,2,2,53*,0
Cc1cc(C(=O)NNS(=O)(=O)c2ccc(C(C)(C)C)cc2)nn1C(C)(C)C,1,6,-4,-2,0.8,10,-2,-1,-9
COC(=O)c1[nH]c(C)c(/C(O)=C2\C(=O)C(=O)N(CCN3CCOCC3)C2c2ccco2)c1C (stereo not drawn),-8,1,3,-6,0.8,6,0,7,-8
CCOc1ccc(C(=O)Nc2c3c(nn2-c2ccc(F)cc2)CS(=O)C3)cc1 (stereo not drawn),-4,2,-2,3,2.2,8,-2,-2,24
CN(CC(=O)Nc1cccc(C#N)c1)Cc1ccc(Cl)cc1,-6,2,-4,18,2.4,-6,2,0,4
COCCNC(=O)CSc1nnc(-c2ccccc2F)n1Cc1ccccc1,3,8,-2,7,2.5,-5,0,-1,-1
Cc1cc(NC(=O)CSc2nnc3c(C)cc4c(C)ccc(C)c4n23)no1,-7,-3,-2,8,1.1,6,-5,-1,10
COc1cc(C2NC(=O)NC(C)=C2C(=O)OCC2CCCCC2)cc(Cl)c1O (stereo not drawn),3,-2,-4,8,3.0,1,-5,0,2
COc1ccccc1N(CC(O)Cn1ccnc1C)S(=O)(=O)c1ccccc1 (stereo not drawn),-4,4,1,2,0.3,5,1,1,-7
Cc1cc(NC(=O)C(C)(C)C)no1,-3,3,0,8,2.8,-4,-5,3,3
COc1ccc(CCNC(=O)CC(c2ccccc2)c2cccc(C)c2O)cc1OC (stereo not drawn),1,-4,-1,6,-0.9,3,0,1,6
CCN(C(=O)COC(=O)c1cccc(NS(=O)(=O)c2ccc(F)c(F)c2)c1)C1CCS(=O)(=O)C1 (stereo not drawn),-2,4,-10,0,-1.4,/,0,-1,2
CCOC(=O)C1(Cc2ccc(Cl)cc2)CCN(Cc2ccon2)CC1,0,-1,-1,9,2.5,5,-2,1,-2
CC1CCN(S(=O)(=O)c2nnc(NC(=O)COc3ccccc3)s2)CC1,6,-3,1,-2,-2.8,2,2,3,-7
COC(=O)c1ccc(C(=O)OC)c(NC(=O)CSc2nnc(-c3ccccc3Cl)o2)c1,-1,-1,1,-2,0.5,-3,3,-1,2
O=C(CN1CCN(S(=O)(=O)c2ccccc2)CC1)Nc1ccc2c(c1)CCC2,1,-4,-2,-5,3.8,-3,0,19,-3
COc1ccc(CCNC(=O)CN2c3cccc4cccc(c34)S2(=O)=O)cc1OC,-6,3,-3,-7,-3.0,-5,-2,5,-12
COc1cc(OC)cc(C(C(=O)NCc2ccccc2)N(Cc2ccco2)C(=O)c2ccno2)c1 (stereo not drawn),6,-1,-2,-7,2.7,-8,42*,0,14
COc1ccc(-n2nc3c(N4CCC(C(=O)N5CCC(C)CC5)CC4)nnc(C)c3c2C)cc1,10,3,-4,4,-0.1,5,79*,0,2
CCn1c2c(c(=N)c3c1CCC3)CCC2,-9,0,0,9,-0.4,-3,0,1,-5
Cc1ccc(C)c(NC(=S)NCC(c2ccccc2)N(C)C)c1 (stereo not drawn),-4,2,8,3,2.6,3,-9,1,-3
COc1cccc(NC(=O)C2C3C=CC4(O3)C2C(=O)N(CCCN2CCC(C)CC2)C4C(=O)NC2CCCCC2)c1 (stereo not drawn),7,5,4,5,2.2,5,-2,-1,2
O=C(CCn1cccc1)NCCc1ccc(Cl)cc1,-3,-1,-3,8,1.9,4,1,3,12
CN1CCCC2(CCCN(Cc3nc(Cc4cccc(C(F)(F)F)c4)no3)C2)C1 (stereo not drawn),4,-1,0,3,2.0,6,4,1,-1
Cc1ccc(NC(N)=S)cc1C,-1,-3,-2,-1,-0.3,-4,1,2,9
O=C(CCCNC(=O)c1ccc(Cl)cc1)NCc1ccccc1F,9,-1,3,10,-0.2,-4,-3,-1,5
Nc1c(C(=O)N/N=C/c2ccc(OCc3ccccc3)cc2)cnn1-c1ccccc1,14,5,3,6,3.2,0,-1,4,-2
Cn1c(=O)c2cn3c(c2n(C)c1=O)C(c1ccccc1)CC(c1ccccc1)=N3 (stereo not drawn),16,-2,-3,12,-1.2,11,1,38,7

Additional results.
Structure,core dimer inh,PP1 counter,Fh CTSL1 inh,procasp3 activ,PP5 primary,PAFAH2 inh,TPT1 inh,AHR activator,proCasp7 act
O=[N+]([O-])c1ccc2nc(C(O)C(O)c3nc4ccc([N+](=O)[O-])cc4[nH]3)[nH]c2c1 (stereo not drawn),-9,1,7,-2,0.6,2,-4,14,13
Cc1cc(Br)c(NC(=O)COC(=O)c2ccc[n+]([O-])c2)c(Br)c1,/,/,/,4,/,4,/,0,0
NC(=O)c1ccccc1NC(=O)c1ccc2ccccc2c1,4,1,2,-3,3.4,-2,0,13,23
O=C(C[C@H]1C/C=C\C[C@@H](Cc2ccc(F)cc2)C(=O)O[C@H](c2ccccc2)CNC1=O)NCCO,/,/,/,-1,/,3,/,0,10
CCOc1ncccc1C(=O)Nc1ccc(S(=O)(=O)Nc2nccs2)cc1,3,-3,4,10,0.7,5,7,0,11
O=C(OCCN1C(=O)c2ccccc2C1=O)c1ccccc1,1,1,1,6,-0.5,3,0,-2,7
COCCCn1c(SCC(=O)NC(C)C)nnc1-c1ccccc1,-1,-3,-2,4,-2.0,2,-5,-1,0
O=[N+]([O-])c1ccc(O)c(CN2CCCCCC2)c1,-1,3,1,-2,2.8,-2,1,0,-8
Cc1ccc(C(C(=O)Nc2ccc(C(C)C)cc2)N(C)C(=O)c2ccc(=O)[nH]c2)cc1 (stereo not drawn),7,-1,-3,4,0.1,-5,-6,-1,0
COc1cccc2c1Oc1ncccc1N(C(=O)CCC(=O)NCc1ccccc1Cl)C2,-2,-4,1,-1,-4.0,4,-3,0,10

Quoted from the listing.
`O=C(C[C@H]1C/C=C\C[C@@H](Cc2ccc(F)cc2)C(=O)O[C@H](c2ccccc2)CNC1=O)NCCO` | procasp3 activ = -1
`CCOc1ncccc1C(=O)Nc1ccc(S(=O)(=O)Nc2nccs2)cc1` | Fh CTSL1 inh = 4

Following part:
Structure,core dimer inh,PP1 counter,Fh CTSL1 inh,procasp3 activ,PP5 primary,PAFAH2 inh,TPT1 inh,AHR activator,proCasp7 act
CCc1cccc2c(C#N)cn(CCOc3ccccc3OC)c12,7,3,1,2,1.1,-8,-1,31,-16
COc1cc(CN2CCN(CC3CC3)CC2CCO)cc(OC)c1 (stereo not drawn),-13,1,9,-2,3.4,-10,-3,4,-6
O=C(NS(=O)(=O)Oc1cccc(F)c1)OC[C@@H]1CCCN2CCCCC12 (stereo partly drawn),-4,4,-3,0,-7.1,-2,0,3,-6
CCOCCCNC(=S)N1C2CCC1CC(NC(=O)Nc1ccc(C(=O)OCC)cc1)C2 (stereo not drawn),-3,-2,-16,-2,-0.2,1,1,6,5
Cc1nn(CC(=O)Nc2cccnc2)c(=O)c2ccccc12,-7,1,-1,4,1.8,-6,-4,6,-10
CCCC[N+](CC#CCO)(CC#Cc1ccccc1)CCCC,4,-1,-3,-4,-3.2,3,-4,-2,5
CCN(CC(=O)Nc1c(F)cccc1F)C(=O)c1cccc(-n2cccc2)c1,35,-4,-1,-10,-0.2,8,3,6,-2
CC(C)(C)NC(=O)C(OC(=O)c1ccco1)c1ccc(Cl)cc1 (stereo not drawn),1,5,-42,2,2.8,-4,2,-2,9
c1ccc2c(-n3cccn3)cccc2c1,3,-3,-4,11,1.9,-2,-2,0,8
COc1ccc(/C=N/NC(=O)c2cc(-c3ccccc3OC(C)C)nc3ccccc23)cc1CN1CCOCC1,3,4,1,6,1.6,3,-3,23,5
O=C(NCc1nc(-c2ccccc2)no1)c1cccs1,-8,-3,-5,4,2.4,-1,-2,-1,0
